# Compound activity (PubChem)
# PLAP act: activates human placental alkaline phosphatase; purified PLAP enzyme, luminescent substrate read-out; stronger effect = higher value; P05187; AID 696; activation fold at 20 µM; actives 1.2% (n = 96,000); in the data active = activation fold above about 2
# Target sequence (P05187 whole entry, looked up): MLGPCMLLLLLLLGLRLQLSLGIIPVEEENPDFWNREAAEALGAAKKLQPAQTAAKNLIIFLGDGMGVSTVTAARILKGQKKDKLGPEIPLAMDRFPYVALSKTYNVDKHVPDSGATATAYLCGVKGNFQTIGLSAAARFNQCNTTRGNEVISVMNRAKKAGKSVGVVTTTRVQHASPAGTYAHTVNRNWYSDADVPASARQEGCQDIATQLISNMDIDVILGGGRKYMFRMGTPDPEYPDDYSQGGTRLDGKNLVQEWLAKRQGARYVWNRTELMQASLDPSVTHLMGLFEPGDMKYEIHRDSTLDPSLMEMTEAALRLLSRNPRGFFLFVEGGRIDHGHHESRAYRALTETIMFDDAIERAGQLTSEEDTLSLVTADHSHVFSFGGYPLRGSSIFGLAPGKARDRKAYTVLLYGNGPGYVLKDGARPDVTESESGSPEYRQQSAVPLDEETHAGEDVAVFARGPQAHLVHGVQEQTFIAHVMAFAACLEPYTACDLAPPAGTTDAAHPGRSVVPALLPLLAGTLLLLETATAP
# PostGolgi yeast: growth inhibition of a yeast mutant, post-Golgi transport screen; post-Golgi transport phenotypic cell assay; inhibition, % at 10 µM; actives 0.9% (n = 98,000); AID 739;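 also: yeast cells grown in 1536-well plates; yeast grown about 18 h at 30C before absorbance read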
# PostGolgi ctrl: inhibits growth of the yeast control strain | efflux-deficient yeast background strain, growth absorbance A615, 16 h | actives 5% (n = 98,000) | inhibition, % at 10 µM
# S1P2 agonist: S1P2 (human) receptor agonism. S1P2-expressing cell line, agonist reporter read-out. activation, % at 4.5 µM. actives 0.46% (n = 97,000). O95136. AID 729; in the data active = activation above about 16%;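 also: 0% = vehicle low control and 100% = maximal reference agonist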
# CD11b adhes inh: blocks human CD11b/CD18 adhesion to fibrinogen. K562 CD11b/CD18 adhesion to fibrinogen, ATPlite luminescence; Mn2+ added to activate the integrin. inhibition, % at 10 µM. actives 0.54% (n = 93,000);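 active = primary inhibition of 50% or more at 10 µM, then 40% or more on retest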; also: some results filed as inactive read as strong as hits
# Ecoli WT expand: blocks growth of wild type E. coli BW25113; OD600 absorbance; growth inhibition, % at 100 µM; actives 0.15% (n = 98,000); AID 710;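 active = growth inhibition above about 50% at one test dose, limit read from the data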;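 also: growth measured after 20 h incubation at 37 °C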
# S1P2 blocker: antagonists of human S1P2 receptor; O95136; cell-based S1P2 antagonist assay, inhibition at 5 uM; actives 0.21% (n = 97,000); inhibition, % at 5 µM; in the data active = inhibition above about 45%;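 also: CRE beta-lactamase reporter cells expressing human S1P2 stimulated with S1P; 0% = agonist at EC80 alone and 100% = agonist plus reference antagonist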
# sEH activator: activators of human soluble epoxide hydrolase; P34913; purified human sEH enzymatic activity, activator screen; activation, % at 2 µM; actives 0.04% (n = 91,000); AID 717; in the data active = activation above about 37%; also: values of inactives mirror those of a sister screen read the other way
# Target sequence (P34913 whole entry, looked up): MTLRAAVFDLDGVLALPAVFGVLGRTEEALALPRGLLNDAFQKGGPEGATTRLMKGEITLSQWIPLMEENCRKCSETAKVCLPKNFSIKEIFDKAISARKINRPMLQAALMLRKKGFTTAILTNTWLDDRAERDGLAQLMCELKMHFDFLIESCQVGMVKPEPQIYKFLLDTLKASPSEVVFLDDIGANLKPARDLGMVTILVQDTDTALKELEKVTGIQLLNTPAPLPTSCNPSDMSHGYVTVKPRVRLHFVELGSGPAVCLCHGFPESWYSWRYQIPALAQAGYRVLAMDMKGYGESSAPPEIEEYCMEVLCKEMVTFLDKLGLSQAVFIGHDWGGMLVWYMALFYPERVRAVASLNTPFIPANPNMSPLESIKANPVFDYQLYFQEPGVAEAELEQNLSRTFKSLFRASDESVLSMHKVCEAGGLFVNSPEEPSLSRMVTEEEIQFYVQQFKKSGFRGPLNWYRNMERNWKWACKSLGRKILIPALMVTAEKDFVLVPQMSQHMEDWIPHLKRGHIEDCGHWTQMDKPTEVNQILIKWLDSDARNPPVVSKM
# sEH inhibitor: blocks human soluble epoxide hydrolase activity | P34913 | recombinant human sEH enzymatic activity assay | inhibition, % at 2 µM | actives 0.34% (n = 91,000) | AID 707; in the data active = inhibition above about 80%; also: values of inactives mirror those of a sister screen read the other way; many of its hits are not listed in these tables
# * marks the source's active call; other numbers are inactive results; x = no result given. Rule as the data show it, unless noted: active = inhibition above about 30%; inactive = the rest.
SMILES,PLAP act,PostGolgi yeast,PostGolgi ctrl,S1P2 agonist,CD11b adhes inh,Ecoli WT expand,S1P2 blocker,sEH activator,sEH inhibitor
COc1ccc(C2=NOC3(CC(=O)N(c4ccc5ccccc5c4)C3=O)C2)c(OC)c1 (stereo not drawn),0.9,0,15,-7,0,-13,8,4,-3
COC(=O)c1ccc2nc(C)c(C)nc2c1,0.9,10,3,-5,x,1,-1,-10,8
CCOc1cccc2c1OC1(C)CC2NC(=O)N1c1ccc(OC)cc1 (stereo not drawn),1.1,0,14,-2,-12,7,0,-7,6
C/C(=N\N=C(/N)SC1CC(=O)N(c2cccc(Cl)c2)C1=O)c1cccs1 (stereo not drawn),1.1,5,-8,-4,x,-3,-4,16,-15
Cc1cccc(N(CC(=O)N/N=C/c2cc([N+](=O)[O-])ccc2Cl)S(C)(=O)=O)c1C,1,2,-1,-9,x,-1,21,-31,32
Cc1cccc(NC(=O)c2cc(=O)c3ccccc3o2)n1,1.1,-1,8,-3,x,6,16,3,-2
CC(=O)NC1(c2ccccc2)CCN(C(=O)N2CCOCC2)CC1,0.8,-5,0,-4,-8,-6,-7,0,2
CC(C)(C)c1cc(CCC(=O)N2CCNCC2)c(C(C)(C)C)cc1O,1.4,-2,1,-5,2,-1,-7,-10,9
C=CCOC(=O)C1=C(C)NC(SCC(=O)Nc2nccs2)=C(C#N)C1c1cccs1 (stereo not drawn),1,7,5,4,5,-10,-16,9,-10
CN1C(=O)C(O)(c2sc(N)nc2-c2ccccc2)c2ccccc21 (stereo not drawn),1,-3,3,-2,-15,9,20,x,x
COc1ccc(C(CNC(=O)c2ccc(OCC3CCCO3)cc2)N2CCOCC2)cc1 (stereo not drawn),1.5,-2,0,-6,-3,-2,-2,-13,14
CCCc1ccc(OCc2ccc(C(=O)OC)o2)c(OC)c1,1,-3,26,6,4,-3,13,-2,0
O=C(COc1ccc2ccccc2c1)NCCn1ccc2ccccc21,1.4,-22,48*,-8,14,-10,9,4,-5
CN(CC(=O)N1CCc2ccccc2C1)S(=O)(=O)c1ccc2c(c1)c(=O)n(C)c(=O)n2C,1.4,1,-1,x,3,2,x,x,x
COc1ccccc1-c1nc2n(n1)C(c1ccc(Cl)cc1)C(C(N)=O)=C(C)N2 (stereo not drawn),x,8,3,-3,x,5,-3,-1,0
COc1ccc(OCCSc2ncn[nH]2)cc1,1.2,1,-4,-7,x,8,7,5,-3
O=C(OCN1C(=O)c2ccccc2C1=O)c1ccco1,1,2,12,-2,-2,1,-11,-11,11
CSc1nnc(CSCc2ccc(Cl)cc2Cl)n1-c1ccccc1,1.3,-2,51*,-3,x,-6,-1,10,-10
COc1cc(C(=O)Nc2nncs2)cc(OC)c1OC,1,-10,4,x,-6,13,x,x,x
CN(Cc1ccccc1)C(=O)CN(C1CCCCC1)S(C)(=O)=O,1.2,-2,5,-5,-11,-4,-1,7,-4
CCOC(=O)c1c(=O)n(O)c2ccc(OC)cc2[n+]1[O-],0.6,2,-4,-1,0,2,14,3,-3
O=C(CN1CCCCC1)Nc1cccc(Br)c1,1,-3,8,-4,16,7,-20,2,-2
Cc1ccccc1CNc1nc(N)n(-c2ccccc2)n1,1,-5,6,-5,-8,13,24,14,-16
CCOC(=O)C12CNC(=O)C(C(=O)OCC)(CNC1=O)C2,1,20,1,-2,-7,1,-11,-13,14
CCC(CC)C(=O)N1c2ccc(F)cc2CCC1C (stereo not drawn),1.5,-5,-10,2,-12,7,14,-4,5

# Following part:
SMILES,PLAP act,PostGolgi yeast,PostGolgi ctrl,S1P2 agonist,CD11b adhes inh,Ecoli WT expand,S1P2 blocker,sEH activator,sEH inhibitor
Nc1nc2c3ccccc3nc(Cc3ccccc3)n2n1,0.9,14,0,1,-1,0,-26,-3,3
Cc1ccc(Cn2nnc3c(=O)n(CC(=O)NCc4ccc5c(c4)OCO5)cnc32)cc1,x,x,x,-4,x,x,-7,-6,9
CCN1CCN(/C=N/c2nc3c(s2)CCCC3)CC1,1.1,2,3,-9,8,4,21,-2,3
CC(C)OC(=O)CC(=O)CSc1nc2c(cc1C#N)CCCCC2,1,-10,15,-9,-10,-6,11,11,-7
CC1CCN(C(=O)CCNS(=O)(=O)c2ccccc2)CC1,0.9,2,5,-7,-12,-2,4,-6,8
O=S(=O)(c1ccccc1)c1cnn(-c2ccccc2)c1-c1ccc(F)cc1,0.8,-3,30,-3,-6,-2,21,-9,12
CCOC(=O)c1[nH]c(C)c(C(=O)OC(C)C(=O)Nc2ncc(Cl)cc2Cl)c1C (stereo not drawn),1,-14,11,-4,-2,-7,-8,1,-2
O=C(Cc1ccc(Cl)cc1)Nc1ccc2oc(-c3ccncc3)nc2c1,0.9,-4,11,-4,5,-12,-4,-75,75
Cc1cccc(-n2c(-c3ccncc3)n[nH]c2=S)c1,x,x,x,-4,x,x,-2,-5,7
CCn1c(C)c(C(C)=O)c(N2CCN(c3cccc(Cl)c3)CC2)nc1=S,1.5,-1,6,-5,3,0,5,-9,8
Cc1ccc(C)c(NS(=O)(=O)c2cc(C(N)=O)ccc2C)c1,1.6,-3,-3,-3,11,-2,2,-6,6
CCOC(=O)c1sc2nc(C3CC3)cc(-c3ccc(F)cc3)c2c1N,1,0,7,38*,-6,4,-16,16,-14
O=C(NO)c1cc(OCC(F)(F)F)ccc1OCC(F)(F)F,0.8,-3,5,-2,x,4,11,18,-21
Cc1[nH]c2ccccc2c1SCC(=O)N1CCOCC1,1,0,17,x,6,3,x,x,x
O=C(NCC1CCCO1)c1ccc(C(=O)NCC2CCCO2)cc1 (stereo not drawn),1,3,1,-5,-14,-1,-4,9,-11
CCOC(=O)Cc1nn(CCc2ccccn2)c(=O)c2ccccc12,0.8,4,0,-7,-11,0,13,17,-20
CCNC(=O)COC(=O)C1CCC(=O)N(c2ccc(OC)cc2)C1c1ccc(OC)cc1 (stereo not drawn),1.7,-7,-3,-2,-16,3,-1,-6,4
Cc1cc(O)c(C(C)C)cc1NC(=O)c1ccc(Cl)cc1,0.9,-2,10,-2,6,7,2,-10,9
Cc1ccc(/C=N/NC(=O)CSc2nc3nc(C)cc(C)n3n2)cc1,0.9,-7,0,-3,2,3,-16,5,-2
CN1CCc2c(sc3c2C(=O)NC(/C=C/c2ccco2)N3)C1 (stereo not drawn),x,x,x,-3,x,x,-12,-1,3
Cc1ccc(OCC(O)CN2CCN(CC(O)COc3ccc(C)cc3)CC2)cc1 (stereo not drawn),1.7,-7,9,-8,-10,10,18,11,-14
O=C(NCc1ccc(Cl)c(Cl)c1)c1ccco1,x,16,8,-7,x,-9,14,9,-11
O=C(CN1C(=O)C(=O)c2ccccc21)NC1CCCCC1,x,x,x,-4,x,x,-1,-5,5
O=c1nc2s/c(=C\c3ccco3)c(=O)n2nc1Cc1ccccc1,1.2,5,3,-7,-3,-5,-1,-11,10
COC(=O)C(NC(=O)Nc1ccccc1OC)C(C)C (stereo not drawn),0.8,-6,9,-3,2,6,-7,-5,6

# The last 3 entries of the part before lead into the next.
SMILES,PLAP act,PostGolgi yeast,PostGolgi ctrl,S1P2 agonist,CD11b adhes inh,Ecoli WT expand,S1P2 blocker,sEH activator,sEH inhibitor
O=C(CN1C(=O)C(=O)c2ccccc21)NC1CCCCC1,x,x,x,-4,x,x,-1,-5,5
O=c1nc2s/c(=C\c3ccco3)c(=O)n2nc1Cc1ccccc1,1.2,5,3,-7,-3,-5,-1,-11,10
COC(=O)C(NC(=O)Nc1ccccc1OC)C(C)C (stereo not drawn),0.8,-6,9,-3,2,6,-7,-5,6
CCN(CC)S(=O)(=O)c1ccc(-c2nnc(SCc3nnc(-c4ccc(C)cc4)o3)o2)cc1,0.8,23,-2,-3,0,-10,-5,x,x
COc1ccccc1CNS(=O)(=O)c1c(C)noc1C,1,-3,2,-7,-10,7,8,x,x
COc1ccc(S(=O)(=O)N2CCC(C(=O)NCc3ccccn3)CC2)cc1C,1.7,-12,-3,-3,-13,-3,10,6,-4
Cc1ccccc1CSc1nsc(N)n1,1.1,11,10,-6,x,20,6,-1,4
O=C(Nc1ccc(NC(=O)C2CC2)nc1)c1cccc(F)c1,1,9,6,-7,2,-4,0,18,-16
CC1=C(C(=O)OC(C)C)C(C)NC(=O)N1 (stereo not drawn),0.9,-2,6,-7,-9,6,1,-7,7
CCCNc1c(N)c(=O)oc2ccccc12,1.5,8,6,-7,-18,4,-5,16,-16
CCC(=O)N1CCc2cc(Br)cc(S(=O)(=O)C3(C(=O)OC)CC3)c21,1.1,-4,13,-2,-22,3,5,4,1
CCn1c(SCc2ccc(Cl)cc2)nnc1-c1ccccc1,x,x,x,-8,x,x,-6,-4,10
CCc1nc(SCC(=O)c2ccc(Cl)s2)c2oc3ccccc3c2n1,0.8,-2,22,0,-1,-2,-23,8,-8
COc1ccccc1CNC(=O)c1cc2c(s1)CS(=O)(=O)C2,1,5,8,x,-6,-2,x,x,x
Cc1ccc(NC=C(S(=O)(=O)c2ccccc2)S(=O)(=O)c2ccccc2)c(C)c1,1,7,22,-4,-7,-6,-23,3,1
OCC1OC(n2nnc3ccccc32)C(O)C(O)C1O (stereo not drawn),1,-6,6,-7,10,0,10,-11,10
CCOC(=O)C1CCN(C(=O)CN(c2ccc3c(c2)OCO3)S(C)(=O)=O)CC1,1.1,20,3,-3,-2,3,14,0,0
COC1(OC)C(/C=C/c2ccc(Cl)cc2)C(C#N)(C#N)C1(OC)OC (stereo not drawn),x,x,x,-4,x,x,-2,17,-17
CC(C)(C)n1nc2c(c1NC(=O)c1ccc(Br)cc1)CS(=O)C2 (stereo not drawn),1.4,-1,16,-2,-1,0,-11,0,3
FC(F)Oc1ccc(-c2csc(Cc3nnc4n3CCCCC4)n2)cc1,x,-1,12,-6,x,5,-8,-14,17
CC(c1cccnc1)N(CCN(C)C)C(=O)Nc1ccc(Cl)c(Cl)c1 (stereo not drawn),x,x,x,-5,x,x,6,4,-5
O=C(Nc1ccc2c(c1)OCCO2)c1cc(-n2cnnc2)ccc1Cl,0.9,-3,11,-2,-32,-1,-3,-1,-1
COc1cccc(OC)c1C(=O)Nc1nnc(C(C)C)s1,1.1,-5,1,1,-4,4,21,-12,12
COc1cc(Sc2ccc(C)cc2)c(OC)cc1N,1,-4,-2,-4,9,7,1,19,-21
COc1ccc(OC)c(N2C(N)=NC(N)=NC23CCCC3)c1,1,6,4,-2,7,-4,12,x,x
CCCSC1=C(C#N)C(c2ccc(OC)cc2)C2=C(CC(C)(C)CC2=O)N1 (stereo not drawn),0.9,3,6,x,-8,1,x,x,x
COc1cc(S(=O)(=O)Nc2ccccn2)ccc1F,1.1,-5,5,-4,9,1,-4,15,-16
O=C(c1ccc(Cl)cc1Cl)C1(n2cncn2)Oc2ccccc2C1O (stereo not drawn),0.9,100*,96*,x,12,-1,x,x,x

# Molecules listed so far that have a tert-butyl group:
SMILES,PLAP act,PostGolgi yeast,PostGolgi ctrl,S1P2 agonist,CD11b adhes inh,Ecoli WT expand,S1P2 blocker,sEH activator,sEH inhibitor
CC(C)(C)c1cc(CCC(=O)N2CCNCC2)c(C(C)(C)C)cc1O,1.4,-2,1,-5,2,-1,-7,-10,9
CC(C)(C)n1nc2c(c1NC(=O)c1ccc(Br)cc1)CS(=O)C2 (stereo not drawn),1.4,-1,16,-2,-1,0,-11,0,3

# (list continues)
SMILES,PLAP act,PostGolgi yeast,PostGolgi ctrl,S1P2 agonist,CD11b adhes inh,Ecoli WT expand,S1P2 blocker,sEH activator,sEH inhibitor
CC(C)(C)c1ccc(OCCNC(=O)c2ncn[nH]2)cc1,2.7*,13,3,-3,-27,4,-3,13,-13
CCN1CCN(c2ncnc3c2sc(=S)n3-c2ccccc2)CC1,1.1,2,9,x,-2,-2,x,x,x
CC(=O)NC(=O)NC1CSCC1OC(C)=O (stereo not drawn),0.9,-2,-2,-4,7,0,-9,2,-4
O=[N+]([O-])c1ccccc1OCCCCN1CCCCC1,0.7,1,-2,-8,x,8,-1,9,-8
O=C(O)CCCNC(=O)OCc1ccccc1,1,-3,27,-3,27,-3,-3,-10,10
Cc1cc(C(=O)Nc2ccc(N3CCOCC3)cc2)c2ccccc2n1,0.9,6,1,0,-13,6,6,8,-9
CN(C(=S)Nc1ccccc1F)C1(c2ccccc2Cl)CCCCC1=O (stereo not drawn),1.2,1,27,-1,x,7,-1,x,x
CC(Cn1cnc2ccccc21)C(=O)O (stereo not drawn),x,x,x,0,x,x,-3,-5,10
Cc1c(C(N)=O)c(N)c(C(=O)c2ccccc2)n1-c1ccccc1,0.8,2,0,-3,-15,1,-4,-5,5
COCCNS(=O)(=O)c1cc(OC)c(Cl)cc1Cl,1,18,0,-6,1,2,14,0,-2
O=C(Nc1ccc(N2CCCCC2)c(Cl)c1)c1ccc2c(c1)OCCO2,1.5,-1,13,-4,33,-20,-16,-17,18

# The order is random. Share with any hit: about 7.1%.
